PfHsp90 set2: reduces growth (ATP signal) of yeast expressing P. falciparum Hsp90 | S. cerevisiae expressing PfHsp90, BacTiter-Glo ATP, 48 h; yeast lacking PDR1 and PDR3 efflux regulators | inhibition, % at 9.4 µM | hit rate 0.32% among 310,000 | AID 504621;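 active means every replicate shows inhibition above about 80%, whatever the replicate mean, limit read from the data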;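 further: 0% = DMSO neutral controls and 100% = 20 µM radicicol positive controls; yeast relying on Plasmodium falciparum Hsp90 in place of its own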
dFosB activator: mouse delta FosB homodimer activation. P13346. purified delta FosB, TAMRA-CDK5 oligo fluorescence polarization; percent of positive-control signal above neutral wells. activation, % at 25 µM. hit rate 0.99% among 340,000. AID 493131;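 active means mean activation above about 17%, with every replicate also reaching it, limit read from the data, passing the limit was not always enough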;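 further: fluorescence polarization rise as delta FosB binds a TAMRA Cdk5 AP-1 oligo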
LANA DNA inh: blocks KSHV LANA C-terminal domain binding to DNA; MBP-C-LANA/FAM-LBS DNA binding, fluorescence polarization; inhibition, % at 9 µM; hit rate 0.078% among 340,000;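 active means highest replicate inhibition at or above 60% at 9 µM, even if other replicates fall short; inactive means all replicates below 60% inhibition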;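 further: 0% = neutral control wells and 100% = 4 µM acridine orange control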
Mot1-301 SUMO: SUMOylation pathway inhibition by Mot1-301 growth rescue. growth rescue, % at 18.8 µM. AID 2716. S. cerevisiae Mot1-301 growth rescue, ATP luminescence, 38.5C; percent above DMSO median, 100 means doubled. hit rate 1% among 320,000;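 active means every valid replicate shows activation above 250% relative to neutral control wells; inactive means the rest, any valid replicate at or below 250%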;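 further: OY570 slx delta 5 strain wells were the positive control but not used for scaling; some compounds called inactive have numbers as strong as hits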
Rtt109 HAT inh: inhibitors of Candida albicans Rtt109/Vps75 histone acetyltransferase; Q5AAJ8; AID 540336; hit rate 0.16% among 330,000; inhibition, % at 34.9 µM; purified Rtt109/Vps75, ThioGlo CoA-SH fluorescence, 4 h;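 active means inhibition of at least 50% in every replicate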
Target sequence (Q5AAJ8 whole entry, looked up): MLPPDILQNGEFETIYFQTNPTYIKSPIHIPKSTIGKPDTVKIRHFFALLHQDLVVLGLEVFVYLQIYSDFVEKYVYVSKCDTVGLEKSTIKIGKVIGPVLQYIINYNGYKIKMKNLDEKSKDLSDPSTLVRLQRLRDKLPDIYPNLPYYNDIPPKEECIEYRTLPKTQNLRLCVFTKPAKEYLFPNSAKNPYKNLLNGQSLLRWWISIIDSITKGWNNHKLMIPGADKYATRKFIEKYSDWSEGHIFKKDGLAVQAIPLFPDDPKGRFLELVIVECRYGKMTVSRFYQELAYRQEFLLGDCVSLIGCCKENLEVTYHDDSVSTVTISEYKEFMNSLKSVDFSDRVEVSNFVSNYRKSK
Cardiac RTF inh: cardiac RTF calcium desensitization. P19429+P45379. IANBD-labeled cardiac RTF, Ca2+ fluorescence. inhibition, % at 7.15 µM. hit rate 0.12% among 340,000. AID 493244;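 active means inhibition above the mean inhibition of all tested compounds plus 3 SD, cut at about 17% in these data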;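 further: assay run at fixed EC70 calcium of 1.6 mM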
Keap1-Nrf2 PPI: inhibitors of human Keap1-Nrf2 protein-protein interaction. inhibition, % at 9.4 µM. Q14145. hit rate 0.15% among 340,000. Keap1 Kelch-Nrf2 peptide fluorescence polarization, 1536-well. AID 504523; in the data active means inhibition above about 12%;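 further: human Keap1 Kelch domain with fluorescein labeled Nrf2 9mer peptide probe; 0% = neutral control wells and 100% = peptide positive control; higher means more block of Keap1 binding to Nrf2 peptide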
CDK5 inh: inhibitors of human CDK5/p35 kinase; hit rate 0.01% among 330,000; inhibition, % at 10 µM; AID 488839; Q00535+Q15078; Recombinant CDK5/p35, ADP-Glo luminescence, 60 min;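 active means highest replicate inhibition of at least 50% and at least 75% of replicates reaching 50%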;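 further: plate controls were DMSO neutral control for no effect and GW8510 at 10 µM for full effect; many of its hits are not listed in these tables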
Target sequence (Q00535 whole entry, looked up): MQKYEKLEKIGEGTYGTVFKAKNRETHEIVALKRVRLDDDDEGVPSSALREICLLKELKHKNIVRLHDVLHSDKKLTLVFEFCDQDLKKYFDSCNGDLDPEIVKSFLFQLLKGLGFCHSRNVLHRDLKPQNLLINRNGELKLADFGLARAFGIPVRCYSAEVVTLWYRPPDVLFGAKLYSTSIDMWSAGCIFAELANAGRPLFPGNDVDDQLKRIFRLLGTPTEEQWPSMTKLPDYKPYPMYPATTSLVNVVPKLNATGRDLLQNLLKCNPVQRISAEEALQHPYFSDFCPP
Target sequence (Q15078 whole entry, looked up): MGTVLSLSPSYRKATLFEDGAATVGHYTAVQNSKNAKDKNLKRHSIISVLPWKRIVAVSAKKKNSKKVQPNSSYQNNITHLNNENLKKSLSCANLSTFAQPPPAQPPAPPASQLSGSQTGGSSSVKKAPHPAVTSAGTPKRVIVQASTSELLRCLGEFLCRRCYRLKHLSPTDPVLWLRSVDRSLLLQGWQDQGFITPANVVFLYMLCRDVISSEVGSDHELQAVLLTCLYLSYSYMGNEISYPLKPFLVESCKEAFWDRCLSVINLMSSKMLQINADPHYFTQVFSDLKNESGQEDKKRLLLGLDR
NSD2 HMT inh: NSD2 (human) methyltransferase inhibition. AID 743445. O96028. hit rate 0.54% among 310,000. NSD2 peptide methylation, AlphaScreen, 120 min. inhibition, % at 12.5 µM; in the data active means inhibition above about 50%
RTF Ca sens act: cardiac RTF calcium sensitization | activation, % at 7.2 µM | P19429+P45379 | IANBD-labeled TnC RTF fluorescence at EC20 calcium; 0% EC20 calcium, 100% full calcium | hit rate 0.24% among 340,000;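 active means activation above the mean over all tested compounds plus 3 SD, cut at about 30% in these data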;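 further: rise in fluorescence read as greater calcium sensitivity of cardiac thin filaments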
PvdQ inh: blocks Pseudomonas aeruginosa PvdQ acylase activity | purified PvdQ acylase, fluorescence plate reader | hit rate 0.063% among 340,000 | inhibition, % at 10 µM; in the data active means inhibition above about 30%, passing the limit was not always enough;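 further: 0% = vehicle neutral wells and 100% = reference inhibitor wells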
The depositor's hits bear a star; nt = no result given.

Each structure is followed by: Cardiac RTF inh	NSD2 HMT inh	Keap1-Nrf2 PPI	RTF Ca sens act	dFosB activator	LANA DNA inh	Mot1-301 SUMO	Rtt109 HAT inh	PvdQ inh	PfHsp90 set2	CDK5 inh
- O=C1CCC(=O)N1CN(C(=O)c1ccco1)c1ccccc1
  -2	8	-2	0	-8	1.4	-6	-3	-14	8	0.0
- O=C(c1cccc(S(=O)(=O)N2CCCCC2)c1)N1CCc2ccccc21
  -29	0	-3	7	-2	1.4	188	2	-27	-32	-1.7
- Cc1ccccc1CC1(CO)CCCN(Cc2ccccc2Cl)C1 (centres undefined)
  -5	0	-7	2	-3	-1.0	7	1	-10	-21	1.1
- COc1ccc(/C=C(\C#N)c2nc3ccc(C)cc3[nH]2)cc1Oc1ccc(C(F)(F)F)cc1[N+](=O)[O-]
  7	-1	-2	-6	-9	-0.2	-36	-4	-6	-21	-0.3
- CCOC(=O)C1=NN(c2ccccc2)C2=NC(C)=C(C(=O)OC)C(c3ccc(C)cc3)N12 (centres undefined)
  -1	-1	-1	-2	-9	-0.4	6	-5	4	-21	1.1
- CC(C)C(=O)Nc1ccc(Nc2ccccc2)cc1
  7	4	-3	-9	-4	1.9	-14	6	2	3	-1.4
- CC(C)COc1ccc(C(=O)NCc2ccco2)cc1
  -31	1	-5	1	-9	-2.1	-1	3	-10	nt	1.0
- CN(c1ccc(F)cc1)S(=O)(=O)c1ccc(Cl)c(C(=O)OCC(=O)NC2CC2)c1
  -6	2	-1	1	-11	-1.3	-3	-2	-10	8	2.2
- O=C1CC(NCc2ccc3c(c2)OCO3)C(=O)N1CCc1ccccc1 (centres undefined)
  -2	-1	-2	2	-1	1.0	5	-6	-5	-1	2.8
- COC(=O)c1ccccc1NC(=S)N(Cc1ccc2c(c1)OCO2)Cc1cc2ccc(OC)cc2[nH]c1=O
  -2	-2	-6	7	0	-0.6	-15	7	-7	24	-5.6
- CC(C)(C)c1cc(NCCCn2ccnc2)n2ncc(-c3ccc(Cl)cc3)c2n1
  9	-4	2	-1	-10	0.0	622*	-13	-12	nt	-0.7
- O=C(/C=C/c1cccs1)c1ccc([N+](=O)[O-])cc1
  -8	-1	-7	-3	1	0.2	-7	4	8	9	-0.3
- COc1ccc(C(CNC(=O)c2ccc(S(=O)(=O)Nc3cccc(C)c3C)cc2)N2CCOCC2)cc1 (centres undefined)
  2	-1	0	-1	-12	-3.2	nt	7	-3	-26	0.4
- O=C(NC(=S)Nc1ncc(Br)cc1Br)c1ccccc1
  0	37	1	-6	-5	0.6	9	9	-6	-35	0.3
- CSc1nsc(SC)c1C(=O)Nc1ccc(Cl)cc1
  1	0	-1	2	5	3.4	-19	-3	-8	14	-0.4
- O=C(NNC(=O)C1CCCCC1)c1ccc(Br)cc1
  -11	3	5	-7	5	0.2	-14	-1	-6	-3	-0.4
- CN(C)c1ccc(C2=NOC(CN3C(=O)c4ccccc4S3(=O)=O)C2)cc1 (centres undefined)
  -31	0	-4	8	-10	0.8	nt	-4	-6	-47	0.2
- O=C(CN1CCC(Cc2ccccc2)CC1)NC(=O)NC1CCCCC1
  -10	0	-2	-1	-6	-0.6	51	16	-15	-5	-1.2
- CC1CCN(c2c(NCC3CCC(C(=O)NCc4ccccc4)CC3)c(=O)c2=O)CC1 (centres undefined)
  -3	nt	-8	5	-9	-0.5	-7	-1	-11	-18	-1.0
- CC(=O)c1ccc(C(=O)NC2CCCN(Cc3ccc(Cl)cc3)C2)s1 (centres undefined)
  -1	-1	-6	-4	-10	1.7	-16	13	-10	10	1.3
- COc1ccccc1C(=O)Nc1ccc(S(=O)(=O)Nc2onc(C)c2C)cc1
  2	0	1	4	2	1.2	8	3	-11	-3	1.0
- CN(C)c1ccc(C(=S)NCc2ccco2)cc1
  1	-1	-6	-8	-1	-0.7	0	17	1	-9	0.8
- COc1ccc(NC(=S)Nc2ccccc2)c(OC)c1
  1	-1	0	2	-7	-0.3	18	-8	6	-12	0.1
- Oc1cccc2oc(=S)[nH]c12
  -12	-2	-7	1	1	-0.4	nt	-2	-13	32	-1.9
- COc1cc2ncnc(NCc3ccc(C)o3)c2cc1OC
  11	6	1	-6	7	-1.2	-4	4	0	11	-0.1
- Cc1ccc(N(CC(=O)NCc2ccccc2)C(=O)CCC(=O)Nc2nccs2)cc1
  -18	24	-2	1	3	0.1	65	1	-14	13	-2.1
- CCOc1ccccc1NC(=O)CC1(CC(=O)N2CCOCC2)CCCC1
  -4	-2	-2	-4	-2	-0.4	nt	-7	-6	-8	0.4
- Cc1cccc(-c2c3c(=O)n(C)c(=O)n(C)c3cn2-c2ccccc2O)c1
  7	7	0	2	-5	11	-8	5	-5	12	-0.1
- COc1ccccc1N(C)S(=O)(=O)c1ccc(C(=O)N2CCC(C(N)=O)CC2)cc1
  -6	-3	-5	-3	-2	-0.6	10	2	-9	16	-0.5
- Cc1ccc(S(=O)(=O)/N=C(/c2ccccc2)N2CCOCC2)c(C)c1
  nt	-3	0	nt	-1	1.1	-9	16	6	1	-0.3
- CCN(CC)CCn1c(SCC(=O)NCc2ccco2)nc2c(sc3ccccc32)c1=O
  -7	21	-4	7	-12	-1.3	325	1	-14	nt	0.4
- c1ccc(Nc2nc(N3CCCCC3)nc(N3CCNCC3)n2)cc1
  -5	1	0	-1	3	1.4	3	7	1	-12	-1.5
- CCOC(=O)C1=CN(Cc2ccco2)S(=O)(=O)N(CC)C1c1ccccc1 (centres undefined)
  0	nt	-2	-1	5	-1.0	nt	6	2	1	11
- CC(NC(=O)C1CCCCC1)C(c1cccs1)N1CCOCC1 (centres undefined)
  1	nt	0	0	3	-0.1	0	-1	-11	21	-0.6
- COc1cc(/C=N/N2CCN(Cc3ccc(Cl)cc3)CC2)ccc1OC(C)=O
  -2	7	2	6	-5	-1.2	8	0	-12	-11	-0.3
- O=C(NCCSc1ccc(Cl)cc1)c1ccco1
  -2	2	-1	-1	-3	-0.3	9	0	-9	-22	0.1
- Cc1ccc(-c2nn(-c3cc(N4CCNCC4)ccc3[N+](=O)[O-])c(=O)c3ccccc23)cc1
  -8	10	0	1	35*	-0.1	-17	2	-6	15	0.6
- Cn1cccc1Cc1nnc(SCC(=O)N2CCCC2)n1CCc1ccccc1
  -7	nt	2	9	-7	-1.0	49	0	-15	-14	0.2
- CCCN(CC1CC1)C(=O)CSc1ncnc2sccc12
  -9	-3	-5	1	-12	0.0	-10	-6	-4	-39	-0.8
- COc1ccc(C(Nc2ccc(S(=O)(=O)N3CCOCC3)cc2)C(=O)NCCC(C)C)cc1OC (centres undefined)
  -2	-3	-1	0	-3	1.3	-9	2	-15	-4	0.4
- COc1cc(SC)ccc1C(=O)Nc1cc(C)ccn1
  -1	-2	-7	-2	-21	0.3	4	7	9	2	-2.9
- CC(=O)c1ccc(OCc2cc(C(=O)N(C)C3CCOC3)no2)cc1 (centres undefined)
  -7	-2	-2	3	-8	-1.0	47	-1	6	-18	0.3
- Cc1cc(C)cc(N2C(=O)CC(Sc3nnnn3-c3ccccc3)C2=O)c1 (centres undefined)
  -2	-3	-2	-1	1	1.7	292*	4	9	-8	1.4
- COc1ccc(NC(=O)c2cncc(Br)c2)c(S(=O)(=O)N2CCOCC2)c1
  -25	-3	-1	8	0	-1.6	-9	0	-8	3	2.4
- CCN=c1sc(C(=O)NCCc2ccccc2)cc(=O)n1CC
  -1	0	-5	-6	-7	-3.1	22	6	0	4	0.4
- CC(/C=N/N1CCN(c2ccccc2)CC1)=C\c1ccco1
  -9	1	-1	-9	3	2.3	-4	7	-5	-39	3.4
- COc1ccc(F)cc1C(=O)C1CCCN(C(=O)C2=C(C)OCCO2)C1 (centres undefined)
  2	14	-4	-8	-9	-0.7	3	7	1	-2	0.1
- Cc1cc(C)cc(NC(=O)CN2CCN(c3ccccn3)CC2)c1
  0	0	-3	2	-2	-1.6	8	-5	2	-4	2.1
- COC(=O)c1sc(N(C)C)c(C#N)c1-c1ccccc1
  nt	-3	9	nt	0	4.2	111	-7	-10	-8	0.7
- Cc1ccc(S(=O)(=O)c2nc(S(=O)(=O)c3ccc(C)cc3)c(N3CCN(CCO)CC3)s2)cc1
  -5	4	1	-8	-6	10	5	10	3	10	1.5
- O=S(=O)(/C=C/c1ccccc1)N1CCN(c2nc(-c3cccnc3)nc3ccccc23)CC1
  nt	0	-1	nt	2	2.4	614	-1	-4	-12	-0.7
- Cc1nc(/C=C\C(=O)O)c2cc(C)oc2n1
  0	-1	-1	3	3	-0.4	4	-18	-3	16	0.7
- COC(=O)CN(c1ccc(C)cc1)S(=O)(=O)c1c(C)[nH]c(=O)[nH]c1=O
  -3	0	-8	7	2	1.7	0	-3	-6	-3	3.8
- Cc1[nH]cc(Br)c(=O)c1Oc1ncc(C(F)(F)F)cc1Cl
  -46	0	3	-5	-11	0.6	4	nt	-9	-12	-0.2
- S=C(NC1CCCC1)NC1CCCC1
  4	1	1	-4	5	1.0	4	7	-1	9	0.8
- Cc1ccc(S(=O)(=O)/N=C(/c2ccccc2)N(C)c2ccc(O)cc2)cc1
  -10	1	4	7	-12	3.1	5	4	-19	-11	0.3
- C#CCOCCOCCOCCNc1nc(N2CCOCC2)nc(N2CCN(C(=O)[C@H]([C@@H](C)CC)n3cc([C@@H](N)CC(C)C)nn3)CC2)n1
  8	nt	-1	-3	-4	-0.1	-2	10	10	-9	-2.6
- Cn1ccc(C(=O)Nc2sc3c(c2C#N)CCC3)n1
  2	4	-4	-3	-5	0.3	40	3	5	-12	-0.9
- Cc1ccc(CC(=O)Nc2ccc(Cl)cn2)cc1
  -7	-8	1	1	0	-0.3	1	-4	-8	-36	8.9
- COc1ccc(NC(=O)CSc2nc3sc(C)cc3c(=O)n2C)cc1
  -25	1	-1	-2	-6	-0.2	8	4	-14	-11	0.6

Additional structures follow:
Each structure is followed by: Cardiac RTF inh	NSD2 HMT inh	Keap1-Nrf2 PPI	RTF Ca sens act	dFosB activator	LANA DNA inh	Mot1-301 SUMO	Rtt109 HAT inh	PvdQ inh	PfHsp90 set2	CDK5 inh
- COc1ccc(CNc2nc(NCc3ccc(OC)c(OC)c3)n(C(=O)c3cccs3)n2)cc1OC
  -1	-2	-5	11	-8	1.8	8	-25	-27	1	-0.8
- CCOc1ccc(N2CC(C(=O)NCc3cccc(C)c3)CC2=O)cc1 (centres undefined)
  -4	-4	1	-2	-6	-2.5	72	13	0	14	-0.7
- Cc1ccc(S(=O)(=O)N2CCN(C(=O)COC(=O)c3ccc(Cl)c(S(N)(=O)=O)c3)CC2)c(C)c1
  -6	0	2	0	-13	0.4	nt	-1	-8	10	-1.5
- Cc1ccc(-c2nnc(-c3ccccc3)o2)cc1
  3	-3	-1	-1	-12	-0.7	-3	-3	4	6	0.2
- COC(=O)c1cc(NC(=O)Cc2cc(OC)c(OC)c(OC)c2)cc(C(=O)OC)c1
  -2	-3	-7	-1	0	-0.6	-15	21	13	9	0.0
